OX1R antag-1 – human HCRTR1 antagonism; O43613; CHO/OX1R cells, Fluo-8 calcium fluorescence, orexin A; inhibition, % at 5 µM; hit rate 0.43% among 330,000; AID 434989;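 active = inhibition above its plate's threshold, mean inhibition of all tested compounds on the plate plus 3 SD, cut at about 37% in these data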;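 also: 0% = orexin A challenge wells and 100% = SB-334867-A antagonist wells; not every result past the cut was called active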
Target sequence (O43613 whole entry, looked up): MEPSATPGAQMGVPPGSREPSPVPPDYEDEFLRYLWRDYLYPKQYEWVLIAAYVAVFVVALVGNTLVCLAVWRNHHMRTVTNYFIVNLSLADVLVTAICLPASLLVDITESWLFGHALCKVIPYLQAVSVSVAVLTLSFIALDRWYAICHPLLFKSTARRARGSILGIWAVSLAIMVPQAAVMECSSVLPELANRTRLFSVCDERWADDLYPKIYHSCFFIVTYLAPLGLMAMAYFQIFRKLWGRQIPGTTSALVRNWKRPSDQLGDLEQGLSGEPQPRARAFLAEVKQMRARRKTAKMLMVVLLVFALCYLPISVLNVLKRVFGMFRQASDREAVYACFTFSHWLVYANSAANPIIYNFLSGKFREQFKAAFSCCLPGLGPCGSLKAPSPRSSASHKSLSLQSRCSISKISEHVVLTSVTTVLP
OX1R antag-2 – antagonists of human orexin 1 receptor (OX1R) | O43613 | OX1R-expressing cells, FRET antagonist read-out | inhibition, % at 6.6 µM | hit rate 1.8% among 330,000 | AID 485270; in the data active = inhibition mostly above about 38%, no sharp cut-off; inactive = mostly below about 40%;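 also: 0% = agonist challenge alone and 100% = reference antagonist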
An asterisk follows results filed as active.

`CSc1ncccc1C(=O)N1CCCC(CCC(=O)NCc2ccc(F)c(F)c2)C1` (configuration not stated) gave OX1R antag-1 -16 and OX1R antag-2 10.
CN(C)/C=C(\C#N)S(=O)(=O)C(C)(C)C was read as OX1R antag-1 -2 and OX1R antag-2 22.
Screening COc1cc(CN2CCN(S(=O)(=O)c3ccc(NC(C)=O)cc3)CC2)cc(OC)c1O returned OX1R antag-1 1 and OX1R antag-2 17.
COc1ccccc1NC(=O)C1=C(C)Nc2nnnn2C1c1cccc(Br)c1 (configuration not stated) was read as OX1R antag-1 -23 and OX1R antag-2 1.
For CCN(CC)c1ccc(/C=N/OCC(=O)N2CCCc3ccccc32)cc1 the results were OX1R antag-1 -43 and OX1R antag-2 22.
N#CCC(=O)Nc1ccc(C(=O)OCC(=O)N=c2sccn2Cc2ccccc2Cl)cc1 was read as OX1R antag-1 4 and OX1R antag-2 14.
Screening O=C(CN1C(=O)c2ccccc2C1=O)Nc1nnc(C2CCCO2)s1 (configuration not stated) returned OX1R antag-1 -1 and OX1R antag-2 17.
`COc1ccc(N2CCN(S(=O)(=O)c3ccc4c(c3)CC(C)N4C(=O)C3CC3)CC2)cc1` (configuration not stated) gave OX1R antag-1 -8 and OX1R antag-2 11.
`O=C(O)C1C(c2ccccc2)C(C(=O)Oc2ccccc2)C1c1ccccc1` (configuration not stated) gave OX1R antag-1 -3 and OX1R antag-2 17.
`O=C(NNc1ccccc1[N+](=O)[O-])Nc1ccc(F)cc1` gave OX1R antag-1 -4 and OX1R antag-2 19.
C[C@H](NC(=O)c1ccccc1)C(=O)OCC(=O)Nc1sccc1C(N)=O was read as OX1R antag-1 -7 and OX1R antag-2 8.
COC(=O)c1nc(NC(=O)c2ccccc2)n[nH]1 was read as OX1R antag-1 -20 and OX1R antag-2 14.
Screening CCOc1ccc(N(C(=O)CNC(=O)c2cccs2)C(C(=O)NCC2CCCO2)c2ccc(OC)c(OC)c2)cc1 (configuration not stated) returned OX1R antag-1 -14 and OX1R antag-2 7.
`O=C(COc1cccc(NC(=O)c2ccco2)c1)c1ccc(F)cc1` gave OX1R antag-1 -19 and OX1R antag-2 25.
For Cc1cc2cc(CNC(=O)c3ccc(S(=O)(=O)N(C)C)cc3)ccc2n1C the results were OX1R antag-1 -15 and OX1R antag-2 1.
C/C(=N\NC(=O)c1ccccc1F)c1cccc(NC(=O)c2ccc(C)cc2)c1 was read as OX1R antag-1 -23 and OX1R antag-2 7.
For CC1CCCC(NC(=O)COC(=O)c2ccc(N(C)C)cc2)C1C (configuration not stated) the results were OX1R antag-1 -18 and OX1R antag-2 4.
O=C(O)CC(Cc1ccc(Cl)cc1)C(=O)Nc1cc(Cl)ccc1Cl (configuration not stated) was read as OX1R antag-1 -28 and OX1R antag-2 15.
Screening CC(=O)Nc1ccc(C(=O)OCc2ccc(Cl)c(Cl)c2)cc1 returned OX1R antag-1 -4 and OX1R antag-2 27.
For O=c1cc(C(O)C[N+](=O)[O-])occ1OCc1ccccc1 (configuration not stated) the results were OX1R antag-1 -6 and OX1R antag-2 1.

Reprinted from the part before: six entries, followed by the next part.
For Cc1cc2cc(CNC(=O)c3ccc(S(=O)(=O)N(C)C)cc3)ccc2n1C the results were OX1R antag-1 -15 and OX1R antag-2 1.
C/C(=N\NC(=O)c1ccccc1F)c1cccc(NC(=O)c2ccc(C)cc2)c1 was read as OX1R antag-1 -23 and OX1R antag-2 7.
For CC1CCCC(NC(=O)COC(=O)c2ccc(N(C)C)cc2)C1C (configuration not stated) the results were OX1R antag-1 -18 and OX1R antag-2 4.
O=C(O)CC(Cc1ccc(Cl)cc1)C(=O)Nc1cc(Cl)ccc1Cl (configuration not stated) was read as OX1R antag-1 -28 and OX1R antag-2 15.
Screening CC(=O)Nc1ccc(C(=O)OCc2ccc(Cl)c(Cl)c2)cc1 returned OX1R antag-1 -4 and OX1R antag-2 27.
For O=c1cc(C(O)C[N+](=O)[O-])occ1OCc1ccccc1 (configuration not stated) the results were OX1R antag-1 -6 and OX1R antag-2 1.
Screening CCc1nnc(NC(=O)CSc2nnc3c(C)cc4c(C)ccc(C)c4n23)s1 returned OX1R antag-1 -21 and OX1R antag-2 17.
`NC(=O)C1(N2CCCCC2)CCN(Cc2ccccc2Cl)CC1` gave OX1R antag-1 -29 and OX1R antag-2 13.
`O=C(O)c1cc(S(=O)(=O)N2CCCCC2)sc1Cl` gave OX1R antag-1 2 and OX1R antag-2 8.
Screening COc1ccc(OC)c(S(=O)(=O)NC2CCN(Cc3ccccc3)CC2)c1 returned OX1R antag-1 -8 and OX1R antag-2 6.
OC(CN1C2=NCCCN2c2ccccc21)c1ccc(Cl)cc1 (configuration not stated) was read as OX1R antag-1 -15 and OX1R antag-2 9.
For Cc1cccc(OCCN2C(=O)c3ccccc3C2=O)c1 the results were OX1R antag-1 -11 and OX1R antag-2 5.
For CC(=O)Nc1ccc(Oc2ncccn2)cc1 the results were OX1R antag-1 -2 and OX1R antag-2 -13.
Cc1cc(C)nc(SCC(=O)Nc2ccc(S(=O)(=O)Nc3cc(C)on3)cc2)n1 was read as OX1R antag-1 -10 and OX1R antag-2 -1.
Cc1ccc2c(c1)C(c1ccc(N3CCOCC3)cc1)=NNC(c1cccs1)=N2 was read as OX1R antag-1 -16 and OX1R antag-2 15.
For C(=C\c1ccccn1)/c1ccccn1 the results were OX1R antag-1 -22 and OX1R antag-2 18.
`O=C(Nc1nnc(C2CC2)s1)c1cccc(S(=O)(=O)N2CCc3ccccc32)c1` gave OX1R antag-1 -19 and OX1R antag-2 11.
`CC(C)Oc1cccc(C(=O)NC(=S)Nc2ccc3c4c(cccc24)CC3)c1` gave OX1R antag-1 -15 and OX1R antag-2 31.
Screening Cc1csc2c(SCC(=O)NNS(=O)(=O)c3cccc(C(F)(F)F)c3)ncnc12 returned OX1R antag-1 -16 and OX1R antag-2 10.
`COc1cc(O)cc(O)c1C(=O)/C=C/c1ccccc1` gave OX1R antag-1 -5 and OX1R antag-2 7.
For OC(CNCCCCNCC(O)C(F)(F)F)C(F)(F)F (configuration not stated) the results were OX1R antag-1 -8 and OX1R antag-2 13.
For CC1CC/C(=C\c2ccc3c(c2)OCO3)C(=O)/C1=C/c1ccc2c(c1)OCO2 (configuration not stated) the results were OX1R antag-1 8 and OX1R antag-2 44.
Screening COc1ccc(Nc2ncccc2C(=O)Nc2ccccc2)cc1 returned OX1R antag-1 -19 and OX1R antag-2 5.
CCCCOc1nc2ccccc2nc1C(C#N)S(=O)(=O)c1ccccc1 (configuration not stated) was read as OX1R antag-1 7 and OX1R antag-2 16.
Cc1cccc(NC(=O)N(Cc2nc3ccccc3c(=O)[nH]2)C2CCCC2)c1 was read as OX1R antag-1 -33 and OX1R antag-2 14.
Screening CC(=O)NC(CCS(C)(=O)=O)C(=O)Nc1ccccc1C (configuration not stated) returned OX1R antag-1 -18 and OX1R antag-2 0.
`COc1ccc(NC(=O)CNC(=O)c2nn(-c3ccc(OC)cc3OC)c(=O)c3ccccc23)c(OC)c1` gave OX1R antag-1 -9 and OX1R antag-2 6.
`COc1ccccc1C(=O)NC(=O)COc1cc(Cl)ccc1Cl` gave OX1R antag-1 -13 and OX1R antag-2 18.
CCCCN(C(=O)CSc1nnc(-c2ccc(Cl)cc2)o1)c1c(N)n(CC(C)C)c(=O)[nH]c1=O was read as OX1R antag-1 -8 and OX1R antag-2 0.
`O=S(=O)(N/N=C/c1ccc2c(c1)OCCO2)c1ccc(Cl)cc1` gave OX1R antag-1 2 and OX1R antag-2 16.
Screening O=C(CSc1nc2cc(C(=O)O)ccc2c(=O)n1-c1ccc(F)cc1)Nc1ccc(F)c(F)c1F returned OX1R antag-1 -14 and OX1R antag-2 -6.
O=C(c1ccc(S(=O)(=O)N2CCC(c3nc4ccccc4s3)CC2)cc1)N1CCOCC1 was read as OX1R antag-1 -13 and OX1R antag-2 10.
`O=C(NCCCNCc1ccccc1)c1ccncc1` gave OX1R antag-1 -2 and OX1R antag-2 -3.
For Cc1ccc(N/C=C/C(=O)c2ccccc2)cc1Br the results were OX1R antag-1 -25 and OX1R antag-2 -5.
Screening COCCn1c(SCC(=O)Nc2cc(C)on2)nc2c(c1=O)SC(C)C2 (configuration not stated) returned OX1R antag-1 -28 and OX1R antag-2 11.
CN(C)S(=O)(=O)n1cc(/C=C(\NC(=O)c2ccccc2)C(=O)N2CCCC2)c2ccccc21 was read as OX1R antag-1 -31 and OX1R antag-2 2.
Screening CCCOc1ccc(C2c3c(oc4ccccc4c3=O)C(=O)N2CCCN2CCOCC2)cc1 (configuration not stated) returned OX1R antag-1 -14 and OX1R antag-2 -1.
`CCOC(=O)c1ccc(NS(=O)(=O)c2c(C)nc3sccn3c2=O)cc1` gave OX1R antag-1 -12 and OX1R antag-2 6.
CCOC(=O)c1c(S(=O)(=O)NCC(=O)Nc2ccc(C)cc2)c(C)n(C)c1C was read as OX1R antag-1 -15 and OX1R antag-2 16.
For O=C(O)C1CCCCC1C(=O)Nc1ccc(F)c(F)c1 (configuration not stated) the results were OX1R antag-1 -12 and OX1R antag-2 12.
CCCN1C(=O)/C(=C/c2ccc(C)o2)SC1=Nc1ccc(OCC)cc1 was read as OX1R antag-1 -13 and OX1R antag-2 19.
For Cc1oc2ccc(Br)cc2c(=O)c1-c1nn[nH]n1 the results were OX1R antag-1 0 and OX1R antag-2 9.
CCS(=O)(=O)Nc1cccc(C2=NN(S(=O)(=O)c3ccccc3)C(c3ccco3)C2)c1 (configuration not stated) was read as OX1R antag-1 -25 and OX1R antag-2 6.
Screening Cc1cccc(CCNC(=O)c2cc(=O)[nH]c3ccc(Br)cc23)c1 returned OX1R antag-1 5 and OX1R antag-2 1.
For Cc1nn(CC(=O)N2CCCCCC2)c(=O)c2cc3occc3n12 the results were OX1R antag-1 -21 and OX1R antag-2 1.
Screening O=C(Nc1ccccc1)[C@@H]1CC=C[C@@H]2CCN(Cc3ccc(Cl)c(Cl)c3)C(=O)[C@@H]21 returned OX1R antag-1 66* and OX1R antag-2 85*.
`O=C(CN1C(=O)NC2(CCCCC2)C1=O)Nc1ccccc1N1CCCCC1` gave OX1R antag-1 -36 and OX1R antag-2 -5.
Screening Cc1ccc([N+](=O)[O-])cc1NC(=O)C(C)N1CCCCC1 (configuration not stated) returned OX1R antag-1 -16 and OX1R antag-2 8.
CS(=O)(=O)N1CCC(C(=O)Nc2c(F)cccc2F)CC1 was read as OX1R antag-1 -18 and OX1R antag-2 24.
`Cc1ccc(NC(=O)CN(C)C(=O)C(C)OC(=O)c2ccccc2NCCO)cc1` (configuration not stated) gave OX1R antag-1 -19 and OX1R antag-2 13.
COc1ccc(OC)c(NC(=O)CN(c2ccc(OC)c(Cl)c2)S(C)(=O)=O)c1 was read as OX1R antag-1 33 and OX1R antag-2 29.
For Cc1noc(C)c1C(=O)Nc1nc(-c2ccc(F)c(F)c2)cs1 the results were OX1R antag-1 -35 and OX1R antag-2 5.
Screening Cn1ncc2c(Sc3ccc(Cl)cc3)ncnc21 returned OX1R antag-1 -4 and OX1R antag-2 8.
CN1CCN(C(=S)c2cn(Cc3ccccc3F)c3ccccc23)CC1 was read as OX1R antag-1 -22 and OX1R antag-2 10.
For COc1ccccc1NC(=O)C(=O)NCC1COc2ccccc2O1 (configuration not stated) the results were OX1R antag-1 -30 and OX1R antag-2 11.
Screening CC(NC(=O)c1cc(S(=O)(=O)N(C)C)ccc1Cl)C1CC2CCC1C2 (configuration not stated) returned OX1R antag-1 -14 and OX1R antag-2 10.
C=C1CC[C@@H]2[C@](C)(CO)[C@H](O)CC[C@@]2(C)[C@@H]1/C=C/C1=CCOC1=O was read as OX1R antag-1 7 and OX1R antag-2 2.
Screening Cc1ccc(CC(NC(=O)C2CCCCC2)C(=O)O)cc1 (configuration not stated) returned OX1R antag-1 0 and OX1R antag-2 0.
For O=C1NC(=Nc2ccccc2Cl)S/C1=C\c1cccc([N+](=O)[O-])c1 the results were OX1R antag-1 -10 and OX1R antag-2 41.
Cc1cc(C)c2sc(NC(=O)C3=COCCO3)nc2c1 was read as OX1R antag-1 -15 and OX1R antag-2 40.
COc1cc(NS(=O)(=O)c2ccc(NC(=O)c3ccc(S(=O)(=O)N4CCCCC4)cc3)cc2)ncn1 was read as OX1R antag-1 -10 and OX1R antag-2 17.
For Cc1nn(-c2ccccc2)c(C)c1/C=N/NC(=O)c1cc(-c2cccc3ccccc23)n[nH]1 the results were OX1R antag-1 -19 and OX1R antag-2 10.
CC(C)NC(=O)NC(=O)COC(=O)CCOc1ccccc1 was read as OX1R antag-1 -13 and OX1R antag-2 3.
For CCOC(=O)c1ccc(NC(=O)CCSCCc2ccccn2)cc1 the results were OX1R antag-1 -13 and OX1R antag-2 17.
`NC(=O)COC(=O)CSc1cccc2cccc(Cl)c12` gave OX1R antag-1 -7 and OX1R antag-2 17.
Screening Cc1cc(F)ccc1S(=O)(=O)N1CCCOC1CNC(=O)C(=O)NCCN1CCOCC1 (configuration not stated) returned OX1R antag-1 -22 and OX1R antag-2 12.

A draw from above in order of length of the SMILES, lowest first:
Screening Cc1ccc(CC(NC(=O)C2CCCCC2)C(=O)O)cc1 (configuration not stated) returned OX1R antag-1 0 and OX1R antag-2 0.
Screening CC(NC(=O)c1cc(S(=O)(=O)N(C)C)ccc1Cl)C1CC2CCC1C2 (configuration not stated) returned OX1R antag-1 -14 and OX1R antag-2 10.
`Cc1ccc(NC(=O)CN(C)C(=O)C(C)OC(=O)c2ccccc2NCCO)cc1` (configuration not stated) gave OX1R antag-1 -19 and OX1R antag-2 13.
